G9a inh = G9a (human) methyltransferase inhibition | Q96KQ7 | G9a H3K9 monomethylation, AlphaScreen, 2 h | AID 504332 | Potency, µM (titrated, usually from 102 µM), for the others: at the top dose activity, negative = inhibition, usual class: inhibitors | 8.8% of 350,000 active; further: potency means the concentration at half of the fitted maximal effect; on the % scale 0 is the no-effect control and ±100 the full control effect; nearly all actives have a fitted effect of over 75% in size
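AlphaScreen read-out: biotin-H3K9 peptide (500 nM) methylation by 20 nM enzyme with 20 uM SAM, 2 h at room temperature after 15 min compound preincubation; anti-monomethyl H3K9 antibody plus donor/acceptor beads, 10 min dark.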
BAZ2B inh = blocks human BAZ2B; Q9UIF8; AlphaScreen BAZ2B-H3K14Ac peptide displacement; Potency, µM (top dose mostly 114 µM), for inactives: at the top dose activity change, negative = inhibition, hits mostly inhibitors; 4.4% of 360,000 active; AID 504333; further: potency means the concentration at half of the fitted maximal effect; on the % scale 0 is the no-effect control and ±100 the full control effect; nearly all actives have a fitted effect of over 60% in size
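Protein-peptide AlphaScreen: BAZ2B 50 nM, b-H3K14Ac 50 nM, 1x PBS pH 7.4 + 0.01% Tween-20. Preincubation 30 min RT; cpd 30 min RT (top 110 uM); beads 20 min RT, light-protected.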
Pin1 inh = blocks the human prolyl isomerase Pin1. Q13526. Pin1 FP peptide displacement, HiFluor488, 10 min. Potency, µM (highest dose often 115 µM), for the others: at the top dose activity, negative = inhibition, actives largely listed as inhibitors. 0.009% of 390,000 active; active means well fitted inhibition curve with a large enough effect in the polarisation, with a control signal flat, not every such curve was filed as active; inconclusive means small, poorly fitted or top-dose-only effect, or effect the other way, or a change in a side signal; inactive means no such curve, though single readings can be large or run the other way; the % refers to the polarisation; further: potency means the concentration at half of the fitted maximal effect; on the % scale 0 is the no-effect control and ±100 the full control effect
Target sequence (Q13526 whole entry, looked up): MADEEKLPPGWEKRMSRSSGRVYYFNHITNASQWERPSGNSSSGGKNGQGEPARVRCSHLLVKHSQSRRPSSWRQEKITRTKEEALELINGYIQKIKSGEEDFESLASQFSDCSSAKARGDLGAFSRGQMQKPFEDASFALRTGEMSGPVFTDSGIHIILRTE
Tb PGK inh = blocks T. brucei phosphoglycerate kinase; 0.043% of 380,000 active; P07378; Potency, µM (series often up to 57.5 µM), without a hit: at the top dose activity change, negative = inhibition, actives largely listed as inhibitors; AID 602233; PGK/GAPDH coupled, Kinase-Glo luminescence, 60 min; further: potency means the concentration at half of the fitted maximal effect; on the % scale 0 is the no-effect control and ±100 the full control effect; nearly all actives have a fitted effect of over 60% in size
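Luminescent ATP detection (Kinase-Glo Plus) follows a 60-minute room-temperature incubation, with wells lacking PGK as controls. Buffer: 100 mM TEA (pH 7.6), 5 mM MgCl2, 0.01% Tween-20. Coupling enzyme GAPDH (100 nM final) supplies unstable 1,3-BPG in-well.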
ERG Ets-DNA blk = inhibitors of human ERG Ets domain-DNA interaction | P11308 | 0.028% of 370,000 active | fluorescence polarization, His-ERG Ets domain / labelled DNA | Potency, µM (top dose mostly 76.9 µM), inactives show at the top dose FP activity, negative = inhibition, hits mostly inhibitors; active means well fitted inhibition curve with a large enough effect in the polarisation, with a control signal flat; inconclusive means small, poorly fitted or top-dose-only effect, or effect the other way, or a change in a side signal; inactive means no such curve, though single readings can be large or run the other way; the % refers to the polarisation;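 further: polarization taken with two DNA probes labelled with fluorescein and Texas red; potency means the concentration at half of the fitted maximal effect; % of control where 0% means no effect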
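His-tagged ERG Ets domain (1 uM in the protein solution; 300mM KCl, 50mM Tris-HCl, 1mM EDTA, 1mM DTT, pH 7.5) received compound, then a probe mix of 5 nM fluorescein-DNA and 100nM Texas-615-DNA. Fluorescence polarization was read for both dyes.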
HP1b chromo inh = blocks HP1-beta chromodomain binding to methylated histone tails. 0.56% of 390,000 active. P83916. AlphaScreen HP1-beta / biotin-H3K9me3 peptide binding. Potency, µM (series often up to 114 µM), inactives show at the top dose activity change, negative = inhibition, actives largely listed as inhibitors; further: potency means the concentration at half of the fitted maximal effect; nearly all actives have a fitted effect of over 70% in size; inactives centre near 23
Target sequence (P83916 whole entry, looked up): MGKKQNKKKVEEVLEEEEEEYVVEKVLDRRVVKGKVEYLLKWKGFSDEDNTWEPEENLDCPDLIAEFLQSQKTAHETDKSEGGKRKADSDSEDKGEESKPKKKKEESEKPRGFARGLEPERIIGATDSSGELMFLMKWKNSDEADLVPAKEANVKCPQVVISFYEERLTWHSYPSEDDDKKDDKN
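Compound inhibition of the preformed complex between 50 nM HP1-beta and 50 nM biotinylated H3K9me3 peptide was read by AlphaScreen. Buffer was PBS pH 7.4 with 0.01% Tween-20. Incubations ran 30 min at room temperature, with 10 ug/mL donor/acceptor beads.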
PI4K2A inh = inhibitors of human PI4K2A; activity change, negative = inhibition, % at 76.9 µM; purified PI4K2A, ADP-Glo luminescence, 1 h; hits give low values; 0.13% of 420,000 active; in the data active means activity change below about -50%; inconclusive means mostly about -30% to -49%;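 further: -100% = wells without enzyme as full effect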
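Compounds are screened against recombinant PI4K2A using PI as substrate and ATP, the latter dispensed at 300 microM. Reactions run one hour at ambient temperature before ADP-Glo detection; full inhibition defined by wells lacking enzyme.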
JMJD2A Tudor inh = JMJD2A Tudor domain (human) inhibition; O75164; AlphaScreen JMJD2A-Tudor / H3K4me3 peptide binding; Potency, µM (series often up to 114 µM), for the others: at the top dose activity change, negative = inhibition, actives largely listed as inhibitors; 4.4% of 390,000 active; further: potency means the concentration at half of the fitted maximal effect; on the % scale 0 is the no-effect control and ±100 the full control effect; nearly all actives have a fitted effect of over 50% in size
GLS inh = glutaminase GLS (human) inhibition; 0.21% of 410,000 active; Potency, µM (titrated, usually from 45.5 µM), for the others: at the top dose activity change, negative = inhibition, actives largely listed as inhibitors; O94925; GLS enzymatic activity, qHTS titration; AID 624170; further: potency means the concentration at half of the fitted maximal effect; on the % scale 0 is the no-effect control and ±100 the full control effect
Target sequence (O94925 whole entry, looked up): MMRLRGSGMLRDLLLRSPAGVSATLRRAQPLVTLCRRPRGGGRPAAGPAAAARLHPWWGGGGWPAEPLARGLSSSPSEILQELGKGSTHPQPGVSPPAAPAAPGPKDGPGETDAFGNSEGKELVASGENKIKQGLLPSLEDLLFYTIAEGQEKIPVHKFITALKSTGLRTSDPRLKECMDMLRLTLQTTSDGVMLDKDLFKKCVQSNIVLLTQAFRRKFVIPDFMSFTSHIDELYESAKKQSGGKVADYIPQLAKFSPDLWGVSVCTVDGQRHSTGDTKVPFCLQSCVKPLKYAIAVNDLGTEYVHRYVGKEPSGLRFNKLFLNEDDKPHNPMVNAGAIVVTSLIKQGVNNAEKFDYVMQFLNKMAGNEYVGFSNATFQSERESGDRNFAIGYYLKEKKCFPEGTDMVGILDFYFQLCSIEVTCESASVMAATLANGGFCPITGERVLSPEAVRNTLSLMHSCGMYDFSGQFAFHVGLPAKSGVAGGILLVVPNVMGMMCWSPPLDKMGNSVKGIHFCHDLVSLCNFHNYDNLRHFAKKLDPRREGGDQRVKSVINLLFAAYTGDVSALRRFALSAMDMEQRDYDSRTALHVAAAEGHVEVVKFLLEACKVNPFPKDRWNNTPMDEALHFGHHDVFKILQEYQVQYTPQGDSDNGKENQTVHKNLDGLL
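Read-out is an Amplex red fluorescence increase coupled through glutamate oxidase and HRP, measured before and after 30 min room-temperature incubation. hKGA is in 45 mM KH2PO4 (pH 8.2) with 0.02% Tween-20; glutamine added as 1mM solution.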
The depositor's hits bear a star; i = inactive; ? = inconclusive; . = not tested or not shown; & = joins results of further samples; [ ] = another dose, or the depositor's remark. Unless noted, the call rests on the fitted dose curve; in most records, active means well fitted curve in the direction sought with a large enough effect; inconclusive means small, poorly fitted or top-dose-only effect, or another doubt; inactive means no such curve, though single readings can be large; an effect the other way counts as inactive or inconclusive.

SMILES	G9a inh	BAZ2B inh	Pin1 inh	Tb PGK inh	ERG Ets-DNA blk	HP1b chromo inh	PI4K2A inh	JMJD2A Tudor inh	GLS inh
O=S(=O)(Nc1ccc(-n2cccc2)cc1)c1ccc(Cl)c(Cl)c1	?	?	8%	i	-2%	-24%	-6	?	7%
C=CCn1c(N)c(C(=O)OCCC)c2nc3ccccc3nc21	26%	27%	4%	-1%	0%	56%[activator]	2	12%	-9%
CC(C)Nc1nc(N)c(C(=O)C23CC4CC(CC(C4)C2)C3)s1	-13%	-31%	1%	-6%	-3%	17%	2	-5%	-3%
Cc1ccc(NC(=O)CCC(=O)OC(C)C(=O)c2ccccc2)cc1 (stereo not drawn)	13%	-3%	1%	20%	3%	8%	1	-6%	7%
CCOC(=O)C1=C(C)NC(=O)C(C(N)=O)C12CCCC2 (stereo not drawn)	-5%[59 µM]	-5%	4%	-1%	2%	-8%	-6	-6%	-8%
COc1ccc(-c2noc(CCC(=O)NCc3ccc(OC)cc3OC)n2)cc1	-30%[59 µM]	-2%	-8%	3%	4%	23%	-18	-8%	-13%
CCOC(=O)/C=c1\sc2n(c1=O)CCN=2	-16%	9%	-8%	-7%	-16%	20%	-5	-8%	3%
Cc1cccc(N=C2NC(=O)c3cc([N+](=O)[O-])ccc32)c1	?	-33%	1%	5%	7%	-16%	2	-25%	11%
CC(C)NC(=O)CCNC(=O)c1ccc(F)cc1	-29%[59 µM]	4%	-11%	-3%	-3%	28%	5	-2%	-10%
CCOC(=O)N1CCN(C(=O)C2CCN(S(=O)(=O)c3ccccc3)CC2)CC1	?	0%	0%	-4%	0%	17%	-2	2%	.

A different layout for some results above.
structure | G9a inh | BAZ2B inh | Pin1 inh | Tb PGK inh | ERG Ets-DNA blk | HP1b chromo inh | PI4K2A inh | JMJD2A Tudor inh | GLS inh
CCOC(=O)C1=C(C)NC(=O)C(C(N)=O)C12CCCC2 (stereo not drawn) | -5%[59 µM] | -5% | 4% | -1% | 2% | -8% | -6 | -6% | -8%
COc1ccc(-c2noc(CCC(=O)NCc3ccc(OC)cc3OC)n2)cc1 | -30%[59 µM] | -2% | -8% | 3% | 4% | 23% | -18 | -8% | -13%
CCOC(=O)/C=c1\sc2n(c1=O)CCN=2 | -16% | 9% | -8% | -7% | -16% | 20% | -5 | -8% | 3%

Carrying on:
SMILES	G9a inh	BAZ2B inh	Pin1 inh	Tb PGK inh	ERG Ets-DNA blk	HP1b chromo inh	PI4K2A inh	JMJD2A Tudor inh	GLS inh
Cc1ccc(NC(=O)CN(C)C(=O)CCOc2cccc(C)c2)cc1	?	-1%	-10%	-6%	-9%	33%	2	-19%	-5%
O=C(CN1C(=O)c2cccnc2Oc2ccc(Cl)cc21)NC1CCCC1	7%	-32%	-2%	-11%	1%	9%	-8	3%	-2%
CC1CCC(N2CCNCC2)CC1 (stereo not drawn)	-24%	-23%	-3%	-8%	3%	31%	1	-9%	0%
c1csc(C(c2nnnn2C2CCCCC2)N2CCCC3(CCCCC3)C2)c1 (stereo not drawn)	-13%[59 µM]	-5%	-1%	-9%	-11%	33%[activator]	1	7%	-2%
COC(=O)c1ccccc1NC(=O)c1ccc(COc2cccc3ccccc23)o1	?	1%	64%[activator]	-6%	0%	37%[activator]	-3	1%	0%
COc1ccccc1OCC(=O)Nc1c2c(nn1-c1ccc(C)cc1)CS(=O)(=O)C2	?	11%	11%	-7%	14%	31%	3	-21%	3%
CCN1CCN(c2ccc(S(=O)(=O)N3CCOCC3)cc2NC(=O)C(C)Oc2cccc(Cl)c2)CC1 (stereo not drawn)	?	?	-7%	-3%	3%	-6%	0	-24%	4%
CCCC(C(=O)NC1CCCC1)N(CC1CCCO1)C(=O)c1snc(C(N)=O)c1N (stereo not drawn)	5%	2%	1%	9%	-2%	23%	1	-14%	3%
Cc1ccc(C)c(NC(=O)Cn2c(=O)n(Cc3ccc4c(c3)OCO4)c(=O)c3ccc(C(=O)NC4CCCCC4)cc32)c1	6%[59 µM]	.	8%	3%	-18%	16%	-2	-9%	0%
O=C(CNC(=O)c1ccc(Br)o1)NCc1ccccc1	25%	-17%	-7%	4%	-2%	35%	6	-5%	-6%
CCNC(=O)OCC(CC)NC(=O)OCC(C)C (stereo not drawn)	36%[12.7 µM]	12%	-1%	-1%	1%	33%	18	-12%	-1%
COc1cc(C2C3=C(CCCC3=O)Nc3[nH]n(-c4ccccc4)c(=O)c32)ccc1O (stereo not drawn)	25%[0.0925 µM]	-2%	2%	-9%	8%	-1%	-7	-18%	33%[activator]
Cc1ccc(C(=O)NNC(=O)CSc2nnc(-c3ccncc3)n2C)cc1	?	-4%	2%	-9%	0%	25%	9	2%	22%
O=C(NNC(=O)c1ccccc1F)c1ccc(S(=O)(=O)N2CCCCC2)cc1	.	.	5%	-4%	6%	-6%	-13	-13%	20%
O=C(NC1CCCN(C2Cc3ccccc3C2)C1)c1ccc(F)cc1Cl (stereo not drawn)	6%	-14%	1%	0%	-7%	19%	-1	-18%	5%
CCOC(=O)c1c(C)nc(C)c(C(=O)OCC)c1-c1cccnc1	3%	1%	-3%	-6%	1%	42%[activator]	3	4%	-11%
CC(=O)c1cccc(NC(=O)CCS(=O)(=O)c2ccc(Br)s2)c1	-34%	-5%&2%	5%&-1%	2%&-4%	0%&-8%	39%&37%	0&6	-9%&9%	8%&-15%
Cc1nnc(NC(=O)c2cccc(S(=O)(=O)N3CCCC3)c2)s1	76%[activator]	1%	1%	-5%	-18%	21%	3	6%	0%
CCNC(=O)/C=C1\NC(C)(C)Cc2c1ccc1ccccc21	11µM*	-36%	-1%	-7%	.	1%	0	-23%	-1%
O=C(CN1CCOCC1)Nc1ccc(Cl)c(Cl)c1	8.9µM*	-35%	-9%	-5%	-16%	?	8	28µM*	-6%
O=C(NCCCc1ccccc1)Nc1cccc(Cl)c1	76%[activator][59 µM]	26%	-5%	i	7%	62%[activator]	-3	27%	0%
CCN1C(=O)C2(c3ccccc31)c1c(oc3ccc(C)cc3c1=O)C(=O)N2CCCOC(C)C (stereo not drawn)	1%[59 µM]	-1%	-7%	-2%	-7%	5%	3	-19%	-1%
O=C(NCc1ccc(F)cc1)C1CC(=O)N(C2CCCCCCC2)C1 (stereo not drawn)	-1%[59 µM]	-18%	2%	-9%	-5%	25%	-3	-21%	1%
NC(=O)c1cc(S(=O)(=O)N2CCCC2)ccc1OCCOc1ccccc1	-3%[12.7 µM]	-5%	4%	-9%	7%	29%	-2	-1%	-3%
CC(=O)N1CCCc2ccc(NC(=O)c3ccc(OC(C)C)cc3)cc21	0%[12.7 µM]	-6%	0%	-1%	-1%	23%	1	12%	0%
CCn1c(SCC(=O)N2CCCC2)nc2ccccc21	4%	.	3%	-2%	2%	32%	4	5%	1%
O=C(Nc1ccc2c(c1)OCCO2)c1ccc(Cl)cc1	34%	1%	-8%	0%	7%	20%	-13	-4%	1%
CC1CCCN(CC(=O)Nc2cccc([N+](=O)[O-])c2)C1 (stereo not drawn)	-4%[59 µM]	4%	-5%	3%	8%	11%	-1	-22%	9%
COc1ccc(Cl)c(N2CCN(CCCNC(=O)Nc3ccc(C)cc3)CC2)c1	-18%[12.7 µM]	-37%	-12%	-8%	10%	-36%	-5	?	17%
O=C(CCCn1nnc(-c2cccnc2)n1)c1ccc(F)cc1	-2%	4%	-14%	0%	5%	12%	4	-4%	8%
COC(=O)/C(C(C)=O)=C(\C=C\N(C)C)N(C)C	13%	10%	-7%	-7%	.	10%	-2	-2%	-4%
CCOC(=O)C1=C(CN2CCSCC2)NC(=O)NC1c1ccc2c(c1)OCO2 (stereo not drawn)	-41%	-20%	3%	-8%	-12%	21%	-5	-13%	27%
CCN1CCN(CC(O)COc2ccc3c(c2)CCC3)CC1 (stereo not drawn)	-11%[59 µM]	1%	-2%	-9%	-3%	33%	2	-13%	-9%
Cc1ccc(C)c(NC(=O)c2cc(=O)c3cc(C)cc(C)c3o2)c1	5%[59 µM]	-3%	11%	8%	1%	43%[activator]	2	-7%	-4%
Cc1cc2cc(CNC(=O)COc3ccccc3)ccc2n1C	-38%	?	-1%	-8%	-23%	10%	-1	?	3%
CSCCC(NC(=O)c1ccccc1Br)C(=O)NC(C)CCc1ccccc1 (stereo not drawn)	61%[activator]	0%	-2%	-5%	-1%	20%	-5	-5%	10%
Cc1cc(C)nc(-n2nc(C)c3c(C(F)F)cc(C)nc32)n1	-25%	-3%	2%	-2%	-1%	31%	-5	-8%	-3%
CCOC(=O)c1ccc(CNC(=O)c2cc(COc3ccccc3SC)on2)o1	25%[0.0925 µM]	-13%	18%	-2%	-9%	12%[57 µM]	-12	-23%	-5%
COCCn1c(SCCN2CCOCC2)nc2c1c(=O)[nH]c(=O)n2C	11µM*	8%	-4%	-4%	13%	-16%	8	-22%	-8%
COc1cc(C(=O)N2CC(C)OC(C)C2)c([N+](=O)[O-])cc1OC (stereo not drawn)	9%[12.7 µM]	-5%	-6%	-1%	0%	29%	5	-12%	0%
CCOc1ccc(-n2ccnc(SCC(=O)Nc3ccc(OC)cc3OC)c2=O)cc1	35µM*	?	24%	-4%	2%	-15%	-1	?	3%
COc1ccc(C)cc1NC(=O)c1sc2nc(-c3ccc(F)cc3)cn2c1C	-5%[59 µM]	3%	6%	9%	6%	22%[57 µM]	5	-8%	10%
COc1cccc(-c2nc(S(=O)(=O)c3ccccc3)c(N3CCOCC3)o2)c1	-43%[12.7 µM]	-37%	-2%	-5%	.	2%	1	-28%	12%
